CHT allo act – CHT positive allosteric modulators, primary screen, cell-based, membrane potential dye, choline EC20. High affinity choline transporter 1 (Homo sapiens), Q9GZV3. CHT-expressing cells; active compounds read high; LV-AA mutant CHT in HEK293 cells. B-score at 10 µM. hit rate 0.49% among 310,000;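 active means initial fluorescence not abnormally high and integrated response B-score, plate-corrected, over 3 SD above library mean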
Target sequence (Q9GZV3 whole entry, looked up): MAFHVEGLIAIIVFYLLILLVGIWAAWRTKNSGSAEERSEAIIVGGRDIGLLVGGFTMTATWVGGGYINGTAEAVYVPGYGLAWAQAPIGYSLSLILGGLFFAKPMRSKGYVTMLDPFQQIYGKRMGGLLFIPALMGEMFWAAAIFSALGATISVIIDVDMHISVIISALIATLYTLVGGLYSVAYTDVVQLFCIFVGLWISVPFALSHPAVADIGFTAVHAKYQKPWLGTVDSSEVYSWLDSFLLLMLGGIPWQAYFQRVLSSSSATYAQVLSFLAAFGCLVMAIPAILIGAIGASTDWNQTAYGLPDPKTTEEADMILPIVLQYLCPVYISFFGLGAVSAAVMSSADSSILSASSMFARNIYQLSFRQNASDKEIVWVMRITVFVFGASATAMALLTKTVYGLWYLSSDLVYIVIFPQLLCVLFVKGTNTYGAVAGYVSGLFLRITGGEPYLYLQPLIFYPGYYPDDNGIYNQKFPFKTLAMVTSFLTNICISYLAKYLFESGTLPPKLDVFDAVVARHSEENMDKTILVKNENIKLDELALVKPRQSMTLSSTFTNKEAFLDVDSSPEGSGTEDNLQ
OX1R antag – OX1R (HCRTR1) antagonists, primary screen, fluorescence, CHO/OX1R cells, Fluo-8 calcium, orexin A; Fluo-8 calcium fluorescence; inhibition, % at 5 µM; hit rate 0.43% among 330,000;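 active means inhibition above its plate's threshold, mean inhibition of all tested compounds on the plate plus 3 SD, cut at about 37% in these data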;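 further: 0% = orexin A challenge wells and 100% = SB-334867-A antagonist wells; not every result past the cut was called active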
Target sequence (O43613 whole entry, looked up): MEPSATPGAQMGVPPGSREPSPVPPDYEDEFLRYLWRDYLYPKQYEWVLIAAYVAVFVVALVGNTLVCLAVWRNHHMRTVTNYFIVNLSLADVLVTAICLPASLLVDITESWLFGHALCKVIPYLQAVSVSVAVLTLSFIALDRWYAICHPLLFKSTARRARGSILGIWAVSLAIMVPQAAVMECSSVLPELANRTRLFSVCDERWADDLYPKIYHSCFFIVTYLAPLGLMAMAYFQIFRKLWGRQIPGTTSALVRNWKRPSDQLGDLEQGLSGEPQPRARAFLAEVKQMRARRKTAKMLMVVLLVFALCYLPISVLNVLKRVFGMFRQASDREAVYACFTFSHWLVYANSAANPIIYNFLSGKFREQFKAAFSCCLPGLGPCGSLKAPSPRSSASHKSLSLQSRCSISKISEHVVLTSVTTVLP
* hit, by the source's call; i = inactive; nt = no result given.

Sequence of screens – CHT allo act | OX1R antag
CCOC(=O)N1CCN(C(=O)CS(=O)(=O)c2cn(Cc3ccccc3C)c3ccccc23)CC1
→ i | -16
Cc1csc(NC(=O)COc2ccc3c(c2)CCC3)n1
→ nt | -40
C#CCN(Cc1ccco1)C(=O)c1cc(COc2ccc(F)cc2Cl)on1
→ i | -19
Cn1c(-c2cc3ccccc3oc2=O)nc2ccccc21
→ i | -18
COc1cc(C(=O)NC2CCCCCCC2)cc(OC)c1OC
→ i | -16
CS(=O)(=O)Nc1ccc(-c2cn3cccnc3n2)cc1
→ i | -10
CCOC(=O)C1=C(CN2CCN(c3ccc(F)cc3)CC2)NC(=O)NC1c1cccs1 (stereo not drawn)
→ i | -9
CN(CC(=O)N1CCN(Cc2ccccc2)CC1)C(=O)Cc1ccc(Cl)c(Cl)c1
→ nt | -14
CCOc1ccc(S(=O)(=O)Nc2ccc(C(=O)N(C)CC(=O)Nc3ccc(OC)cc3)cc2)cc1
→ i | -18
CCCN(CCC)CCNS(=O)(=O)c1ccc2c(c1)oc(=O)n2C
→ i | 3
Cc1c(CN2CCC(n3nccc3NC(=O)c3cccc(F)c3)CC2)cnn1C
→ i | 8
O=C(NCc1ccc(F)cc1)c1cnc2sccn2c1=O
→ i | -12
Nc1nc(N2CCN(c3ccc(F)cc3)CC2)n[nH]1
→ i | -11
CCOC(=O)c1ccc(NCCOC)c([N+](=O)[O-])c1
→ i | -7
Cc1ccccc1-c1nc(-c2cccnc2)no1
→ i | -9
Cc1occc1C(=O)NNC(=S)NCC(C)C
→ i | 3
CNC(=S)N/N=C(\C)c1ccccc1
→ i | -4
CCOC(=O)c1cc(-c2ccccc2C)nn1Cc1cc(C)no1
→ i | -25
O=C(C[n+]1cccc(NC(=O)c2ccccc2)c1)c1ccccc1
→ i | -23
COc1ccc(S(=O)(=O)Nc2cc3c4c(c2)CCC(=O)N4CCC3)cc1
→ i | -30
CN(C)c1nc(-c2cccnc2)nc(-c2ccc(Cl)cc2)c1C#N
→ i | -15
CCc1ccccc1NC(=S)N(CCc1ccncc1)C(C)C
→ i | -8
CCCC[C@@H]1C[C@H]1[C@@H](NC(=O)c1ccccc1)c1ccccc1C(F)(F)F
→ i | 3
COCCCNC(=S)N/N=C/c1ccc(OC)cc1
→ i | -22
CC(C)c1nnc(NC(=O)CCC(=O)NCc2ccccc2Cl)s1
→ i | -22
O=C(Nc1ccccc1)Nc1nc(-c2ccc(F)c(F)c2)cs1
→ i | 12
CCn1nc(C)c(NC(=O)/C=C/c2cnn(C)c2)c1C
→ i | 0
CC(=O)C1C(c2ccc(F)cc2)NC(=O)NC1(O)C(F)(F)F (stereo not drawn)
→ i | 10
CCNc1nc(Oc2ccc(=O)[nH]n2)nc(SC)n1
→ i | -6
Nc1nonc1C(=O)NCCNC(=O)c1cccc(Cl)c1
→ i | -3
Cc1cc(C(=O)OCC(=O)Nc2ccc(F)cc2)c(C)o1
→ i | -19
Cn1c(N)c(C(=O)CSc2nnc(-c3c[nH]c4ccccc34)n2C2CC2)c(=O)[nH]c1=O
→ nt | 7
CCOC(=O)c1cc2ccc3ccccc3c2s1
→ i | -28
O=C(Nc1ccc(C(=O)N2CCCC2)cc1)c1ccccc1[N+](=O)[O-]
→ i | -5
COc1cccc(-n2nnc3c(=O)n(C/C=C/c4ccccc4)cnc32)c1
→ i | -12
COc1ccc(-c2nnc(SCC(=O)N(C)C3CCS(=O)(=O)C3)n2C(C)C)cc1 (stereo not drawn)
→ nt | -3
Fc1cnc(N2CCc3ccccc32)nc1N1CCc2ccccc21
→ i | -8
COc1ccc(C(=O)Nc2sc(C)c(C)c2CN2CC(C)OC(C)C2)cc1 (stereo not drawn)
→ i | -16
CC(=O)N1CCc2cc(S(=O)(=O)NCc3ccc(C)cc3)ccc21
→ i | -18
Cc1cc(C)c(S(N)(=O)=O)c(C)c1N(C)S(=O)(=O)c1ccccc1
→ i | -24
Cc1cc(=O)n2nc(N3CCC(C(=O)N4CCN(C)CC4)CC3)sc2n1
→ i | 0
Clc1cccc(NC2=NCCC2)c1
→ i | -13
CCn1c(SCC(=O)Nc2cc(C)on2)nc2c(c1=O)SC(C)C2 (stereo not drawn)
→ i | -1
COc1nc(N2CCOCC2)nc(-n2cccc2)n1
→ i | -7
Cc1cccc(C)c1Nc1nnc(SC(C)C(=O)Nc2c(C)n(C)n(-c3ccccc3)c2=O)s1 (stereo not drawn)
→ i | -6
CC(C)CC(C(=O)OCC(=O)c1c(N)n(C)c(=O)n(C)c1=O)N1C(=O)C2CC=CCC2C1=O (stereo not drawn)
→ i | -18
Cc1nc(SCC(=O)Nc2ccc(CN3CCCC3)cc2)c2c(C)c(C)sc2n1
→ nt | -18
CCOc1ccc(NC(=O)CCNS(=O)(=O)c2ccc3c(c2)oc(=O)n3C)cc1
→ i | -14
Cc1ccc(OCCNC(=O)CNC(=O)c2ccc3c(c2)OCO3)cc1
→ i | -21
Cc1c(Cl)cccc1NC(=O)Nc1cnccn1
→ i | -11
CC1(C)C2([N+](=O)[O-])CN(CCO)CC1([N+](=O)[O-])CN(CCO)C2
→ i | -5
Cc1sc(N)nc1-c1ccc2c(c1)OCCO2
→ i | -9
NCc1ccccc1COc1ccccc1
→ i | -3
COc1ccc(-c2nn3c(-c4ccc(F)cc4)nnc3s2)cc1
→ i | -14
CCN1C(=O)[C@H]2[C@@H](c3ccc(-c4ccc(Cl)c(Cl)c4)cc3)N[C@@](Cc3ccccc3)(C(=O)OC)[C@H]2C1=O
→ i | -18
CN1CCN(C(=S)c2cn(CCOc3ccccc3F)c3ccccc23)CC1
→ i | -30
CCCn1c(SC(C)C(=O)NC2CC2)nnc1-c1ccncc1 (stereo not drawn)
→ nt | -13
COC1CCN(C(=O)c2cc(COc3ccc(-n4cncn4)cc3)on2)CC1
→ i | -5
O=C(NC1CCC(O)CC1)c1ccc(-c2ccc(Cl)cc2)o1 (stereo not drawn)
→ i | -8
CCc1ccc(-c2cc(C(=O)Nc3ccc(S(=O)(=O)NC(C)=O)cc3)c3ccccc3n2)cc1
→ i | -8

Looked up above.
Entry for CC(C)CC(C(=O)OCC(=O)c1c(N)n(C)c(=O)n(C)c1=O)N1C(=O)C2CC=CCC2C1=O (stereo not drawn) under OX1R antag: -18
Entry for Cc1cc(C(=O)OCC(=O)Nc2ccc(F)cc2)c(C)o1 under OX1R antag: -19
Entry for Cc1cc(C)c(S(N)(=O)=O)c(C)c1N(C)S(=O)(=O)c1ccccc1 under OX1R antag: -24
Entry for COc1ccc(-c2nn3c(-c4ccc(F)cc4)nnc3s2)cc1 under OX1R antag: -14

Remaining list, next part.
Sequence of screens – CHT allo act | OX1R antag
O=C(Nc1ccccc1)N1C2CCC1CC(O)(c1cccnc1)C2 (stereo not drawn)
→ i | 7
Cc1c(Cl)cccc1NC(=S)N(Cc1cccnc1)Cc1ccccc1Cl
→ i | 9
CCc1cc(C(=O)N2CCCC(CO)(Cc3ccc(F)cc3)C2)n(C)n1 (stereo not drawn)
→ i | -24
C[C@@H](NC(=O)[C@@H]1Cc2ccccc2CN1)C(=O)Nc1ccc2c(c1)OCO2
→ i | -24
CCOC(=O)C1=C(CSc2nc(-c3ccncc3)ccc2C#N)OC(N)=C(C#N)C1c1cccnc1 (stereo not drawn)
→ i | -31
COc1cccc(-n2c(=O)c3ccccc3n(CC(=O)NCC3CCCO3)c2=O)c1 (stereo not drawn)
→ i | 2
Cc1cc(NC(=O)CSc2nnc(C3CC3)n2Cc2ccccc2)no1
→ i | -23
COc1ccc(CN(C(=O)c2oc3ccc(F)cc3c2C)C2CCS(=O)(=O)C2)cc1 (stereo not drawn)
→ i | -8
Cc1ccc(NS(=O)(=O)c2ccc(C(=O)N3CCN(c4ccccn4)CC3)cc2)cc1
→ i | 40
CC(C)C(=O)Nc1nc2c(ncn2C2CC(O)C(CO)O2)c(=O)[nH]1 (stereo not drawn)
→ i | 1
CN(C)S(=O)(=O)c1cccc(NC(=O)Cc2ccc(-c3ccccc3)cc2)c1
→ i | 5
COc1cc(OC)cc(-c2c(-c3ccsc3)c3cc(Br)ccc3n2C)c1
→ nt | -3
CCN(CC)CCNCC(O)(c1ccc(Cl)cc1)c1ccc(Cl)cc1
→ i | -8
O=S1(=O)CCN2C(c3ccc4c(c3)CCCC4)=CSC2=N1
→ i | -12
Cc1oc2c(c1C(=O)NCCCC(=O)O)CCCC2
→ i | -11
COc1ccc(OC)c(/C=C/C(=O)OCC(=O)Nc2ccc3c(c2)OCCO3)c1
→ i | -12
COc1ccc(OC)c(NC(=O)CSc2nc(=O)n(Cc3ccccn3)c3c2CCC3)c1
→ i | -22
CCSc1nnc(NC(=O)c2ccc(C)o2)s1
→ i | -36
C/C(CC(=O)Nc1ccc(N(C)C)cc1)=N\NC(=O)c1ccc([N+](=O)[O-])cc1
→ i | nt
CCOC(=O)c1cc2c(nc1N)CC(C)(CC)OC2 (stereo not drawn)
→ i | 17
COC(=O)[C@]1(Cc2ccccc2)N[C@H](CN(C)C(=O)Nc2ccc(F)cc2)[C@@H]2C(=O)N(C)C(=O)[C@@H]21
→ nt | 3
O=C(NCC1CCCO1)C(C(=O)c1ccccc1)n1ccccc1=O (stereo not drawn)
→ i | 6
NC(=O)C1(c2ccccc2)CCCN1C(=O)c1ccc(Br)cc1 (stereo not drawn)
→ i | -9
CS(=O)(=O)N(CC(=O)N1CCOCC1)c1ccc2c(c1)OCO2
→ i | -6
COCCN(C(=O)c1ccccc1OC1CCN(S(C)(=O)=O)CC1)C(C)C
→ i | -15
Cc1cccc2cc(C#N)c(NCCNS(=O)(=O)c3ccccc3)nc12
→ i | 18
Cc1ccnc(NS(=O)(=O)c2ccc(NC(=O)c3ccc4c(c3)OCCO4)cc2)n1
→ i | -6
O=c1c(Cc2c(F)cccc2Cl)c(O)ccn1CCc1ccccn1
→ i | -12
O=C(NC(Cc1ccccc1)C(=O)NC1CC1)OCc1ccccc1 (stereo not drawn)
→ i | -7
Cn1ccnc1SCCNC(=O)C1CCC(=O)N(Cc2ccc(Cl)cc2)C1 (stereo not drawn)
→ i | -9

Reformatted with each value named: entries from further up
SMILES: Cc1ccc(NS(=O)(=O)c2ccc(C(=O)N3CCN(c4ccccn4)CC3)cc2)cc1
  CHT allo act: i	OX1R antag: 40
SMILES: CC(C)C(=O)Nc1nc2c(ncn2C2CC(O)C(CO)O2)c(=O)[nH]1 (stereo not drawn)
  CHT allo act: i	OX1R antag: 1
SMILES: CN(C)S(=O)(=O)c1cccc(NC(=O)Cc2ccc(-c3ccccc3)cc2)c1
  CHT allo act: i	OX1R antag: 5
SMILES: COc1cc(OC)cc(-c2c(-c3ccsc3)c3cc(Br)ccc3n2C)c1
  CHT allo act: nt	OX1R antag: -3

(next part)
Sequence of screens – CHT allo act | OX1R antag
CCOC(=O)c1ccc(-c2c(C(=O)OCC)oc3cc(O)c(CC)cc3c2=O)o1
→ i | 11
Cc1ccc(/C=N/N=C2/NC(=O)C(CC(=O)Nc3ccccc3)S2)o1 (stereo not drawn)
→ i | 4
CCN1C(=O)/C(=C\N(C(C)=O)c2ccccc2)OC1=S
→ i | -1
COC(=O)C1CCN(Cc2ccc(OCCCN3CCN(c4ccc([N+](=O)[O-])cc4)CC3)cc2)CC1
→ i | -20
O=S(=O)(NNc1ccc(F)cc1F)c1cccc(Cl)c1
→ i | -31
CCOC(=O)/C=C/[C@H]1CCc2cccc(Cl)c2O1
→ nt | 19
COc1ccc(NC(=O)CCC(=O)c2cccs2)cc1S(=O)(=O)Nc1ccc(Cl)cc1
→ i | -3
COc1cccc(-c2noc(Cn3nc(C)c([N+](=O)[O-])c3C)n2)c1
→ i | -25
C=CCNC(=O)C1CC(=O)N(c2ccc(OCC(=O)Nc3ccc(OC)cc3)cc2)C1 (stereo not drawn)
→ i | -14
Cc1nnc2c3ccccc3c(-c3ccccc3)nn12
→ i | -11
O=C(CCCNS(=O)(=O)c1cccs1)N1CCc2ccccc2C1
→ i | -19
O=C(CSc1nc2c(c(=O)[nH]1)CCC2)Nc1cccc(Cl)c1
→ i | -14
CC(=O)Nc1ccc(S(=O)(=O)NCc2cc(=O)n(C)c(=O)n2C)cc1
→ i | -6
Cc1c(C(=O)OCC(=O)NCc2ccco2)oc2ccccc12
→ nt | 1
O=C(Nc1ccc(Br)cc1Cl)NC1CC1
→ i | -8
O=C(CCS(=O)(=O)c1ccc(Br)cc1)N1CCN(Cc2ccccc2)CC1
→ i | -39
O=Cc1cc([N+](=O)[O-])ccc1N1CCOCC1
→ i | -9
O=C(Nc1ncc(Cc2ccccc2Cl)s1)c1ccc([N+](=O)[O-])cc1
→ i | -10
O=C(O)[C@H]1CCCC[C@H]1C(=O)Nc1ccc(Nc2ccccc2)cc1
→ i | 2
O=C1N=C(N2CCN(c3ccccc3)CC2)S/C1=C\c1cn[nH]c1-c1ccccc1
→ i | -13
CC(C)CC(=O)NNC(=S)Nc1ccc(S(N)(=O)=O)cc1
→ i | 0
O=S(=O)(Nc1ccccn1)c1ccc(Br)cc1
→ i | 2
COc1ccc(/C=N/NC(=O)C(=O)N2CCN(c3ccccc3OC)CC2)cc1
→ i | -10
COc1ccc(C(CC(=O)NCCN2CCOCC2)NS(=O)(=O)c2ccc(C)cc2)cc1 (stereo not drawn)
→ i | 9
CSc1ccc(CN(C)CCc2ccccn2)cc1
→ i | 2
COc1ccc(NC2CCCN(C(=O)c3cc(C)nc4cc(F)ccc34)C2)cc1 (stereo not drawn)
→ i | -18
O=C1CCC(C(=O)NCc2ccccc2)N1 (stereo not drawn)
→ i | -5
CCN(CC)C(=O)[C@H]1C[C@H](CC(=O)NCCCn2ccnc2)C(=O)N2CCc3c([nH]c4cc(-c5ccco5)ccc34)[C@]12C
→ nt | -19

2 neighbouring entries out of the list so far, for reference:
Sequence of screens – CHT allo act | OX1R antag
O=C1CCC(C(=O)NCc2ccccc2)N1 (stereo not drawn)
→ i | -5
CCN(CC)C(=O)[C@H]1C[C@H](CC(=O)NCCCn2ccnc2)C(=O)N2CCc3c([nH]c4cc(-c5ccco5)ccc34)[C@]12C
→ nt | -19

Screening data as filed in PubChem.
